GPR151 ag = human GPR151 activation. Q8TDV0. PathHunter beta-arrestin GPR151 cells, luminescence. activation, % at 11.2 µM. 650,000 compounds, 1% hits. AID 1508602; in the data active = activation above about 4.9%;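 note: 0% = median of compound wells and 100% = cells with positive control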
Target sequence (Q8TDV0 whole entry, looked up): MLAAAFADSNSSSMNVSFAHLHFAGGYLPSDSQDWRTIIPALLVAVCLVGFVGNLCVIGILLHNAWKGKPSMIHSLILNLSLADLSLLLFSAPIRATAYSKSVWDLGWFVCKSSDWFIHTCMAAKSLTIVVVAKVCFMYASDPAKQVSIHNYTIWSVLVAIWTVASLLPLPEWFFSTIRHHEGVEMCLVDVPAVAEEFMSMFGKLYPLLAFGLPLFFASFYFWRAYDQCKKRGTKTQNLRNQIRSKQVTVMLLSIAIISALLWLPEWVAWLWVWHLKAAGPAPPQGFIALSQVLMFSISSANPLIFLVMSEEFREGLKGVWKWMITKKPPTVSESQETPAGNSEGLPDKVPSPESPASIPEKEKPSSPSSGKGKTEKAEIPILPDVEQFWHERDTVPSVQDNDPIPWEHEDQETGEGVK
FBW7 activator = human FBW7 E3 ligase activation, primary screen. Q969H0. AlphaScreen FBW7–phospho-cyclin E peptide binding, activator screen. normalized activity (activation), % at 26.1 µM. 650,000 compounds, 0.13% hits; in the data active = normalized activity above about 1.9%;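 note: purified mutant Fbw7 with reduced substrate affinity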
MITF primary = inhibitors of human MITF | AlphaScreen MITF homodimerization, bead proximity signal | inhibition, % at 2.6 µM | 650,000 compounds, 0.91% hits; in the data active = inhibition above about 50%;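 note: 0% = vehicle wells with protein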
Target sequence (O75030 whole entry, looked up): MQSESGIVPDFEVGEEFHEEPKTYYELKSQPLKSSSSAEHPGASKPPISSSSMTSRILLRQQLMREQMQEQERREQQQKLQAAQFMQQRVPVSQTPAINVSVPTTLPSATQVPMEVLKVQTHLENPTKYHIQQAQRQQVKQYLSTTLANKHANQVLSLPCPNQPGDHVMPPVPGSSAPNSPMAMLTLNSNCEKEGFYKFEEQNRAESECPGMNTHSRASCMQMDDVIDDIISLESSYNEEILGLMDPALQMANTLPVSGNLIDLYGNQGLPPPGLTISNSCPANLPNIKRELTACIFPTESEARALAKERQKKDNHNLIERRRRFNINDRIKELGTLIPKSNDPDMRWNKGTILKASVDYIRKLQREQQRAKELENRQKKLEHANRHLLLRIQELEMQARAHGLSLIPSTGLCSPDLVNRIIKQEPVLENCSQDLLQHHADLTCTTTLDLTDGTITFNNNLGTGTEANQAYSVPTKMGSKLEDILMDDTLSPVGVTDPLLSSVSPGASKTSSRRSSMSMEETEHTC
TEAD-YAP block = TEAD-YAP interaction inhibition | HEK-TIYL cells, TEAD-Gal4/YAP UAS-luciferase luminescence | inhibition, % at 9.12 µM | 640,000 compounds, 1.4% hits | AID 1259422; in the data active = inhibition above about 32%;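 note: 0% = median of test compound wells and 100% = reference inhibitor wells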
Active calls of the source: *; & = joins results of further samples; ! = a repeat was not active.

What do the screens show for `C/C(=N\Nc1nc(N)cc(Cl)n1)c1cccc([N+](=O)[O-])c1`?
GPR151 ag: -0.1; FBW7 activator: -0.1; MITF primary: 11; TEAD-YAP block: -44

Results for CCOC(=O)C1(Cc2ccc(Cl)cc2)CCN(C(=O)C2CCCO2)CC1 (stereo unspecified) ?
GPR151 ag: 0.5; FBW7 activator: 0.1; MITF primary: -4; TEAD-YAP block: -8

What do the screens show for `N#Cc1nc(COc2cccc(Cl)c2)oc1NCc1ccc2c(c1)OCO2`?
GPR151 ag: -0.8; FBW7 activator: -0.2; MITF primary: -13; TEAD-YAP block: -17

What do the screens show for `Cc1ccc(C2CC(c3cccs3)=NN2C(=O)CSc2nnc(CNC(=O)c3ccccc3F)n2Cc2ccccc2)cc1` (stereo unspecified)?
GPR151 ag: 0.9; FBW7 activator: -0.2; MITF primary: 2; TEAD-YAP block: 16

How did COc1cccc(NC(=O)Nc2ccccc2C)c1 do in these assays?
GPR151 ag: -0.3; FBW7 activator: -0.1; MITF primary: 2; TEAD-YAP block: -16

What do the screens show for `CCOc1ccc(NC(=O)CN2CCN(CC(=O)Nc3ccc(OC)c(Cl)c3)CC2)cc1`?
GPR151 ag: -0.6; FBW7 activator: 0.0; MITF primary: 4; TEAD-YAP block: 15

Results for Cc1nc([N+](=O)[O-])c(Br)n1Cc1cc(=O)n2ccccc2n1 ?
GPR151 ag: -0.4; FBW7 activator: 0.9; MITF primary: 19; TEAD-YAP block: -18

What do the screens show for `COC(=O)Cc1ccc(NC(=S)N2CCN(CCO)CC2)cc1`?
GPR151 ag: 2.4; FBW7 activator: 0.1; MITF primary: 5; TEAD-YAP block: 1

Results for CCN(CC)c1ccc2cc(C(=O)Nc3ccccc3)c(=Nc3ccccc3)oc2c1 ?
GPR151 ag: -0.4; FBW7 activator: 0.2; MITF primary: 18; TEAD-YAP block: 5

Results for CC(C)Cn1c(=O)[nH]c2nc(-c3ccc(OCCCN(C)C)nc3)cnc21 ?
GPR151 ag: 0.5; FBW7 activator: -0.5; MITF primary: -12; TEAD-YAP block: 6

What do the screens show for `CCC(C)NC(=O)C(=O)Nc1ccc(OCC(C)C)cc1` (stereo unspecified)?
GPR151 ag: -0.1; FBW7 activator: 0.2; MITF primary: 8; TEAD-YAP block: -9

Results for Cn1c(SCC(=O)NC2CCCC2)ncc(C(=O)Nc2ccc(F)cc2)c1=O ?
GPR151 ag: -0.8; FBW7 activator: -0.1; MITF primary: -4; TEAD-YAP block: -2

What do the screens show for `O=C(NCCc1nnc2n1CCN(Cc1ccc(CO)o1)CC2)C1CCCCC1`?
GPR151 ag: 0.3; FBW7 activator: -0.1; MITF primary: -4; TEAD-YAP block: -6

Results for CCC1CN(CCNC(=O)CCc2scnc2C)Cc2cc(OC)ccc2O1 (stereo unspecified) ?
GPR151 ag: -2.1; FBW7 activator: 0.1; MITF primary: 20; TEAD-YAP block: 1

What do the screens show for `Cc1cccc(NC(=O)C(=O)NCCc2ccc(Cl)cc2)c1`?
GPR151 ag: 1.1; FBW7 activator: 0.2; MITF primary: 14; TEAD-YAP block: -10

Ordered by formula weight (ascending): some entries from above
What do the screens show for `COC(=O)Cc1ccc(NC(=S)N2CCN(CCO)CC2)cc1`?
GPR151 ag: 2.4; FBW7 activator: 0.1; MITF primary: 5; TEAD-YAP block: 1

Results for CCOC(=O)C1(Cc2ccc(Cl)cc2)CCN(C(=O)C2CCCO2)CC1 (stereo unspecified) ?
GPR151 ag: 0.5; FBW7 activator: 0.1; MITF primary: -4; TEAD-YAP block: -8

What do the screens show for `O=C(NCCc1nnc2n1CCN(Cc1ccc(CO)o1)CC2)C1CCCCC1`?
GPR151 ag: 0.3; FBW7 activator: -0.1; MITF primary: -4; TEAD-YAP block: -6

Results for CCN(CC)c1ccc2cc(C(=O)Nc3ccccc3)c(=Nc3ccccc3)oc2c1 ?
GPR151 ag: -0.4; FBW7 activator: 0.2; MITF primary: 18; TEAD-YAP block: 5

What do the screens show for `CCOc1ccc(NC(=O)CN2CCN(CC(=O)Nc3ccc(OC)c(Cl)c3)CC2)cc1`?
GPR151 ag: -0.6; FBW7 activator: 0.0; MITF primary: 4; TEAD-YAP block: 15

What do the screens show for `Cc1ccc(C2CC(c3cccs3)=NN2C(=O)CSc2nnc(CNC(=O)c3ccccc3F)n2Cc2ccccc2)cc1` (stereo unspecified)?
GPR151 ag: 0.9; FBW7 activator: -0.2; MITF primary: 2; TEAD-YAP block: 16

Additional results follow.
Results for CC1(C)OC2OC(COCC(=O)Nc3ccc(S(N)(=O)=O)cc3)C3OC(C)(C)OC3C2O1 (stereo unspecified) ?
GPR151 ag: -0.3; FBW7 activator: -0.1; MITF primary: 13; TEAD-YAP block: -1

What do the screens show for `CCCc1ccc(-c2ccc(-c3noc(-c4cccnc4)n3)cc2)cc1`?
GPR151 ag: 3.1; FBW7 activator: -0.1; MITF primary: -13; TEAD-YAP block: -9

What do the screens show for `Nc1cccc(-c2cn3c(NC(=O)Cc4ccsc4)cnc3cn2)c1`?
GPR151 ag: -0.8; FBW7 activator: -0.3; MITF primary: -5; TEAD-YAP block: 11

How did COc1ccc(/C=N/Nc2nc3ccccc3nc2C)cc1 do in these assays?
GPR151 ag: -0.9; FBW7 activator: 0.1; MITF primary: 18; TEAD-YAP block: 12

Results for O=C(Cn1ncc2c(=O)oc3ccccc3c21)NC1CCCCC1 ?
GPR151 ag: -1.2; FBW7 activator: 0.0; MITF primary: -12; TEAD-YAP block: -1

How did CCN(CC)c1nc(NCCN(C(C)C)C(C)C)nc(Nc2nc3ccccc3n2C)n1 do in these assays?
GPR151 ag: -2.5; FBW7 activator: 0.3; MITF primary: 17; TEAD-YAP block: 8

Results for CC(Oc1ccc(Br)cc1)C(=O)O/N=C(\N)c1cccnc1 (stereo unspecified) ?
GPR151 ag: 1.5; FBW7 activator: 0.3; MITF primary: 17; TEAD-YAP block: 8

Results for CCCC(=O)Nc1ccc(NC(=O)c2sc3ccccc3c2Cl)cc1 ?
GPR151 ag: 0.6; FBW7 activator: 1.1; MITF primary: 22; TEAD-YAP block: -15

How did CN(C)CCNC(=O)c1ccc2c(=O)n(Cc3ccc(Cl)cc3)c(=S)[nH]c2c1 do in these assays?
GPR151 ag: 2.3; FBW7 activator: -0.4; MITF primary: -8; TEAD-YAP block: -9

How did CCOC(=O)c1cccc(N/C=C/C(=O)c2ccc(OC)c(OC)c2)c1 do in these assays?
GPR151 ag: 0.6; FBW7 activator: 0.1; MITF primary: -5; TEAD-YAP block: -58

What do the screens show for `CC(C)c1ccc(S(=O)(=O)Nc2ccc(O)c(Sc3ncn[nH]3)c2)cc1`?
GPR151 ag: -1.5; FBW7 activator: 0.0; MITF primary: 15; TEAD-YAP block: 4

How did Cc1ccc(NC(=O)CSc2nc3ccccc3c(=O)n2CCC(=O)NC2CCCCC2)cc1C do in these assays?
GPR151 ag: 0.5; FBW7 activator: 0.0; MITF primary: 6; TEAD-YAP block: 1

Results for CN(C)c1ccc(CCNS(=O)(=O)c2ccccc2Cl)cc1 ?
GPR151 ag: -0.5; FBW7 activator: -0.8; MITF primary: 5; TEAD-YAP block: -5

How did Cc1cc2c(cc1C)C(c1ccccc1C)CC(=O)N2 (stereo unspecified) do in these assays?
GPR151 ag: 0.2; FBW7 activator: 0.1; MITF primary: 5; TEAD-YAP block: 6

What do the screens show for `CC(=O)N1CCC(N(C(=O)Nc2ccc(C)c(C)c2)C(C)C)CC1`?
GPR151 ag: -0.6; FBW7 activator: -0.2; MITF primary: -21; TEAD-YAP block: -10

Results for Cc1ccc(C(=O)NC2CCN(C(=O)N3CCOCC3)CC2)cc1 ?
GPR151 ag: 0.0; FBW7 activator: 0.0; MITF primary: 10; TEAD-YAP block: -7

How did O=C(CSc1nc2ccsc2c(=O)n1-c1cccc(Cl)c1Cl)NCCC1=CCCCC1 do in these assays?
GPR151 ag: 0.1; FBW7 activator: 0.0; MITF primary: -5; TEAD-YAP block: 10

What do the screens show for `CCCS(=O)(=O)N1CCC(CO)(Cc2ccc(OC)cc2)CC1`?
GPR151 ag: 0.5; FBW7 activator: -0.1; MITF primary: 0; TEAD-YAP block: 5

What do the screens show for `Cc1sc(NC(=O)c2ccc(C(=O)c3ccccc3)cc2)nc1-c1ccccc1`?
GPR151 ag: -1.0; FBW7 activator: 0.1; MITF primary: 12; TEAD-YAP block: 3

What do the screens show for `Cc1c(NC(=O)CN2C(=O)NC(C)(c3ccccc3)C2=O)c(=O)n(-c2ccccc2)n1C` (stereo unspecified)?
GPR151 ag: -0.2; FBW7 activator: -0.1; MITF primary: 15; TEAD-YAP block: 10

Results for CC(C)NCC(O)COc1cccc2ccccc12 (stereo unspecified) ?
GPR151 ag: 5.5*!; FBW7 activator: -0.1&0.4&0.1&0.4; MITF primary: 4&-20&20&21; TEAD-YAP block: 8&2

Results for O=C(CCCC(=O)OCC(=O)c1ccc(Br)cc1)Nc1ccc(F)cc1 ?
GPR151 ag: 2.3; FBW7 activator: 0.1; MITF primary: 11; TEAD-YAP block: 3

Results for CCOc1ccc(-n2nc(C(=O)Nc3cc(C)c(Cl)cc3OC)c3ccccc3c2=O)cc1 ?
GPR151 ag: 0.6; FBW7 activator: 0.0; MITF primary: 3; TEAD-YAP block: -3

How did CCN(CC)c1ncnc2sc(C(=O)N3CCN(Cc4ccc5c(c4)OCO5)CC3)c(C)c12 do in these assays?
GPR151 ag: 0.1; FBW7 activator: 0.1; MITF primary: 24; TEAD-YAP block: 13

Results for O=C(NC1CC1)c1csc(Nc2ccncc2)n1 ?
GPR151 ag: 2.7; FBW7 activator: 0.3; MITF primary: 7; TEAD-YAP block: -12

Results for O=c1[nH]c(O)c(N=Nc2nonc2-c2ccccc2)c(=O)[nH]1 ?
GPR151 ag: 1.5; FBW7 activator: -0.7; MITF primary: -1; TEAD-YAP block: 7

How did COc1ccc2c(c1)c(CC(=O)OC(CO)CO)c(C)n2C(=O)c1ccc(Cl)cc1 do in these assays?
GPR151 ag: -1.7; FBW7 activator: -0.1; MITF primary: -1; TEAD-YAP block: -7

Results for O=S(=O)(c1cccc2cccnc12)N1CCCC1c1ccc(F)cc1 (stereo unspecified) ?
GPR151 ag: -2.2; FBW7 activator: 0.1; MITF primary: 11; TEAD-YAP block: 5

How did Cc1ccc(C(=O)/C=C/c2ccc(-c3ccc(Br)cc3)o2)o1 do in these assays?
GPR151 ag: 0.9; FBW7 activator: -0.3; MITF primary: -2; TEAD-YAP block: 1

What do the screens show for `CC1CN(Cc2nc3c(c(=O)n(C)c(=O)n3C)n2Cc2cccc3ccccc23)CC(C)O1` (stereo unspecified)?
GPR151 ag: -0.5; FBW7 activator: -0.2; MITF primary: -14; TEAD-YAP block: -3

How did O=C(NN1C(=O)C2C(c3ccccc3)C=CC(c3ccccc3)C2C1=O)c1ccccc1 (stereo unspecified) do in these assays?
GPR151 ag: -0.4; FBW7 activator: 0.1; MITF primary: -5; TEAD-YAP block: -3

Results for COc1cc2cc(CN(CC3CCCO3)C(C)=O)c(=O)[nH]c2cc1OC (stereo unspecified) ?
GPR151 ag: 1.1; FBW7 activator: -0.1; MITF primary: 5; TEAD-YAP block: -10

How did COc1ccccc1N1CCN(C(=O)c2cnn3c(C)c(Cc4ccccc4C)c(C)nc23)CC1 do in these assays?
GPR151 ag: 1.6; FBW7 activator: 0.0; MITF primary: -4; TEAD-YAP block: -12

How did O=c1[nH]c2cc3c(cc2cc1CN(Cc1ccco1)Cc1nnnn1C1CCCC1)OCO3 do in these assays?
GPR151 ag: -0.8; FBW7 activator: 0.0; MITF primary: 10; TEAD-YAP block: 10

Results for CC(C)c1ccc(-c2csc(NC(=O)c3cc(Cl)cc(Cl)c3)n2)cc1 ?
GPR151 ag: -1.1; FBW7 activator: 0.0; MITF primary: -9; TEAD-YAP block: 0

What do the screens show for `N[n+]1cnn(CC(=O)c2ccccc2)c1`?
GPR151 ag: 1.1; FBW7 activator: 0.1; MITF primary: 4; TEAD-YAP block: -4

How did CC1CN(c2ccc([N+](=O)[O-])cc2F)CCN1C(=O)c1cccs1 (stereo unspecified) do in these assays?
GPR151 ag: 0.4; FBW7 activator: -0.2; MITF primary: 7; TEAD-YAP block: 6

How did O=C(N/C(=C\c1ccc(-c2ccccc2[N+](=O)[O-])o1)C(=O)N1CCOCC1)c1ccccc1 do in these assays?
GPR151 ag: -0.4; FBW7 activator: -0.5; MITF primary: 8; TEAD-YAP block: 3

What do the screens show for `CCCN1CCC(N2CCN(c3ccccc3)C(=O)C2)CCC1=O` (stereo unspecified)?
GPR151 ag: -1.5; FBW7 activator: -0.2; MITF primary: -2; TEAD-YAP block: -12

How did CCOC(=O)C(=C/C=C/c1cccs1)C(=O)OCC do in these assays?
GPR151 ag: -0.9; FBW7 activator: -0.2; MITF primary: -12; TEAD-YAP block: 25

Results for CCCCCCNC(=O)c1cnn2c(C)c(Cc3ccccc3)c(C)nc12 ?
GPR151 ag: 0.5; FBW7 activator: 0.1; MITF primary: -13; TEAD-YAP block: -2

How did COc1cc(C(=S)N2CCC(C)CC2)cc(OC)c1OC do in these assays?
GPR151 ag: 3.1; FBW7 activator: 0.1; MITF primary: 7; TEAD-YAP block: 1

What do the screens show for `O=C(Nc1ccc(F)c(Cl)c1)/C(=C/c1cccc([N+](=O)[O-])c1)NC(=O)c1ccccc1F`?
GPR151 ag: -0.4; FBW7 activator: -0.1; MITF primary: -1; TEAD-YAP block: -6

What do the screens show for `CC1CCCN(CCCNS(=O)(=O)c2cccc3nonc23)C1` (stereo unspecified)?
GPR151 ag: -1.0; FBW7 activator: -0.1; MITF primary: 10; TEAD-YAP block: -2

Results for CCN(CC)c1nc(Nc2cnccn2)nc(NC2CC2)n1 ?
GPR151 ag: 0.0; FBW7 activator: -0.1; MITF primary: -6; TEAD-YAP block: -1
